# Source: PubChem (Broad Institute)
# PAX8 inh HTS = lowers PAX8-driven luciferase in RMG-I cells | RMG-I TPO-luciferase reporter, SteadyGlo, 24 h | inhibition, % at 12.6 µM | 360,000 compounds, 1.2% hits;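 active = mean replicate inhibition at least 60% with every replicate also reaching 60%; inconclusive = only one of the two criteria is met; inactive = mean below 60% and not all replicates reaching 60%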;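 also: luciferase light reporting Pax8 driven TPO promoter activity; plate controls were median of neutral control wells for no effect and mitoxantrone controls for full effect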
# LGR2 antag = Drosophila LGR2 receptor signaling inhibition; inhibition, % at 9.99 µM; AID 720647; 380,000 compounds, 0.35% hits; HEK293 LGR2, CRE-luciferase, bursicon-stimulated, 4 h;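 active = drop in luminescence signal, shown as inhibition above about 50% in the replicate tests, limit read from the data, passing the limit was not always enough; inconclusive = probably only some replicates passing the limit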;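 also: agonist challenge used bursicon conditioned medium at about half maximal strength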
# CASP6 VEID inh = blocks human caspase-6 cleavage activity. P55212. purified caspase-6, Z-VEID-R110 cleavage fluorescence. inhibition, % at 12.5 µM. 350,000 compounds, 0.53% hits;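 active = mean inhibition across replicates at least about 35%, with every replicate also reaching that limit, limit read from the data; inconclusive = only one of the two criteria met; inactive = neither criterion met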;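 also: 0% = median of neutral control wells and 100% = no fluorescence left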
# Target sequence (P55212 24-179 limits assumed): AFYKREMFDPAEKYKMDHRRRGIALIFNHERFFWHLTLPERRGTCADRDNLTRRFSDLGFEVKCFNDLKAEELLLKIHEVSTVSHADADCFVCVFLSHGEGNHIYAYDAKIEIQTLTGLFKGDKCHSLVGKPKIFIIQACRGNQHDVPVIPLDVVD
# Target sequence (P55212 194-293 limits assumed): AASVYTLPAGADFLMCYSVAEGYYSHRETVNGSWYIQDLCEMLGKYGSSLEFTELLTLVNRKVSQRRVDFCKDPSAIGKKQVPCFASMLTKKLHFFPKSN
# miR-122 sensor = miR-122 inhibition in Huh7 cells. 340,000 compounds, 0.3% hits. Huh7 miR-122 Renilla luciferase sensor, 48 h; neutral wells = 0, positive control = 100. activation (reporter increase), % at 12.5 µM. AID 602342;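 active = mean replicate activation score at least 90 and every replicate individually at or above 90; inconclusive = only one of the two criteria met; inactive = neither criterion met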;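 also: higher luciferase means less miR-122 activity so hits act as miR-122 inhibitors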
# EWS-Fli inh = blocks EWS/Fli oncoprotein-driven transcription; inhibition, % at 12.6 µM; AID 651661; 350,000 compounds, 0.67% hits; A673 NR0B1-luciferase reporter, viability-normalised;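 active = mean inhibition of at least 50% after viability correction, with every replicate also passing that limit; inconclusive = mean reaches 50% but only one of two replicates passes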;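 also: firefly luciferase signal divided by Alamar Blue viability fluorescence both relative to DMSO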
# PGC1a acetyl inh = modulators of PGC1a acetylation | U2OS PGC1a acetylation, AlphaScreen anti-acetyl-lysine; with virally co-expressed GCN5 acetyltransferase | inhibition, % at 15.6 µM | 350,000 compounds, 0.17% hits | AID 651687;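 active = every replicate shows inhibition of at least 40%; inconclusive = mean inhibition at least 40% but some replicate below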;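 also: 0% = neutral control wells and 100% = positive control wells; some results beyond the cut were filed as inactive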
# FN deposition inh = fibronectin deposition inhibition. AH1F fibroblasts, Alexa488-fibronectin deposition fluorescence, overnight. inhibition, % at 12.6 µM. 350,000 compounds, 0.086% hits. AID 743247;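 active = mean inhibition across replicates of 30% or more, regardless of how many single replicates reach that level; inconclusive = mean under 30% yet at least half of replicates reach 30%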;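 also: positive control wells lacked labelled fibronectin entirely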
#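 test system = AH1F fibroblasts assembling fluorescent fibronectin matrix | quantity = 10000 AH1F cells per well | buffer or medium = DMEM plus 2% serum, read in PBS | doses = single dose, pinned | incubation = 1 h cell attachment, overnight exposure to compound and label | detection = fluorescence at 485 nm excitation, 525 nm emission | read-out basis = inhibition from reduced deposited-fibronectin fluorescence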
# Cneo AK release = causes C. neoformans cell lysis | adenylate kinase release luminescence, 4 h; normalised: neutral wells 0, clomiphene wells 100 | lysis activity, % at 15 µM | 360,000 compounds, 0.2% hits;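 active = mean lysis activity across replicates of at least 80%, whatever share of replicates individually reach that level; inactive = mean lysis activity below 80%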
#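 Assay system: Cryptococcus neoformans yeast cells / Dosing: single-point compound dose / Timing: 4 h at 37 °C static, read 1 h later / Measured by: luminescence of released adenylate kinase using an AK detection reagent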
# * marks the source's active call; other numbers are inactive results; ? = inconclusive; . = not tested or not shown; & = joins results of further samples; ! = not active in a repeat; [ ] = remark or other dose. Hits appear at their usual frequency. Share with any hit: about 2.5%.
SMILES,PAX8 inh HTS,LGR2 antag,CASP6 VEID inh,miR-122 sensor,EWS-Fli inh,PGC1a acetyl inh,FN deposition inh,Cneo AK release
CN(C)c1ccc(O)c2c1CC1CC3C(N(C)C)C(=O)C(C(N)=O)=C(O)[C@@]3(O)C(=O)C1=C2O (some centres not stated),15,14,31,-6,-4,7,-4,6
CCOC(=O)c1ccc2c(c1)NCc1cccc(OC)c1O2,-62,-49,1,5,-96,.,3,-5
CCC(=O)N1C[C@H](C)[C@@H](OC)CN(C)C(=O)c2ccc(NC(=O)Nc3ccccc3)cc2OC[C@@H]1C,.,10,1,1[16.7 µM],-5,?,-5,54
COc1cc(/C=N/Nc2ccc([N+](=O)[O-])cc2S(=O)(=O)N2CCOCC2)cc(OC)c1OC,4,10,.,-2,.,-1,-2,-2
COCc1cc(C)nc2sc(C(=O)Nc3ccccc3F)c(N)c12,-65,-63,4,13,-98,10,5,0
Cc1ccc(NC(=O)C2CC(=O)N/C(=N/N=C/c3ccco3)S2)cc1C (configuration not stated),118*,.,2,4,5,.,-1,5
O=[N+]([O-])c1ccccc1S(=O)(=O)NCCc1ccncc1,19,-14,-3,34,6,1,-25,1
CCOc1cc(C(c2c(C)[nH][nH]c2=O)c2c(C)[nH][nH]c2=O)ccc1OS(=O)(=O)c1ccccc1,.,-2,.,-5,.,5,.,-1
COc1ccc(NC(=O)c2nn(C)cc2[N+](=O)[O-])cc1,9,-21,-1,.,-10,.,-2,.
COc1ccc(-c2cn3c(C)c(C(=O)Nc4cccc(C)n4)sc3n2)cc1,.,-41,-2,0,-12,-8,.,0
COc1nccnc1NS(=O)(=O)c1ccc(NCc2cc(Br)ccc2O)cc1,-42,-24,2,3,-55,-7,-4,-6
Cc1cc(=O)n2[nH]c(-c3ccc(F)cc3)nc2n1,-43,.,.,-12,.,5,7,-3
COc1ccccc1S(=O)(=O)N[C@@H]1CC[C@@H](CCNC(=O)C2CCC2)O[C@H]1CO,-24,-2,0,.,7,-8,.,-2
CCOC(CNc1ncnc2sc(-c3ccccc3)cc12)OCC,-14,28,.,10,-3,-3,-11,-1
O=C(O)c1ccc(CNC(=O)c2ccc(S(=O)(=O)N3CCCCC3)cc2)cc1,1,-2,0,-2,1,0,0,0

# Reprinted from the part before: 2 compounds, then new ones.
SMILES,PAX8 inh HTS,LGR2 antag,CASP6 VEID inh,miR-122 sensor,EWS-Fli inh,PGC1a acetyl inh,FN deposition inh,Cneo AK release
CCOC(CNc1ncnc2sc(-c3ccccc3)cc12)OCC,-14,28,.,10,-3,-3,-11,-1
O=C(O)c1ccc(CNC(=O)c2ccc(S(=O)(=O)N3CCCCC3)cc2)cc1,1,-2,0,-2,1,0,0,0
Cc1onc(-c2ccccc2)c1C(=O)Nc1cccc(S(=O)(=O)NC2=NCCC2)c1,7,-6,-4,11,2,-2,-5,-2
CC(=O)Nc1ccc(S(=O)(=O)NCc2nc(-c3ccc(C)cc3)no2)cc1,15,8,-1,-7,-9,1,-1,0
COc1ccc(OC)c(C(=O)NC(CC(N)=O)c2ccc(NC(C)C)c([N+](=O)[O-])c2)c1 (configuration not stated),-12,-29,-4,.,-43,.,16,-2
O=C(CN1CCOCC1)Nc1nc(-c2ccccc2)cs1,-3,15,3,-7,-2,.,7,3
C[C@@H]1CN(Cc2nc(-c3ccc(Cl)cc3)no2)C[C@H](C)O1,-11,14,-1,.,-1,5,.,.
CC(C)Oc1ccc(CN2CCC(n3nccc3NC(=O)c3cccnc3)CC2)cc1,7,5,-31,-5,13,28,-5,-2
O=C(O)c1cc(O)c2c(c1)[C@@H]([C@H]1c3cc(C(=O)O)cc(O)c3C(=O)c3c(O[C@@H]4O[C@H](CO)[C@@H](O)[C@H](O)[C@H]4O)cccc31)c1cccc(OC3O[C@H](CO)[C@@H](O)[C@H](O)[C@H]3O)c1C2=O (some centres not stated),15,8,91*,-7,-10,-3,-7,-1
CSc1nc2nc3c(c(=O)n2[nH]1)CN(Cc1ccccc1)CC3,.,2,0,-3,.,4,.,-1
O=C(Nc1ccccc1)c1ccc(NCc2cccnc2)c(S(=O)(=O)N2CCOCC2)c1,22,.,.,4,.,4,-8,2
C[C@H](CO)N1C[C@H](C)[C@@H](CN(C)S(C)(=O)=O)Oc2c(NC(=O)NC3CCCCC3)cccc2C1=O,-11,.,-1,15[16.7 µM],-3,3,.,-3
COC(=O)C1=NNC2(c3ccc(Cl)cc3)C(=O)N(c3ccc(Cl)cc3)C(=O)C12 (configuration not stated),13,9,.,2,.,.,-6,0
COc1ccc(S(=O)(=O)N[C@@H]2C=C[C@H](CC(=O)NCc3ccccc3F)O[C@@H]2CO)cc1,2,10,0,.,-6,-1,-7,4
O[C@H]1CN(Cc2cccs2)[C@@H](c2ccc(Cl)cc2)C[C@@H]1n1cc(C2CC2)nn1,3,20,0,-2,5,-2,-9,0
C[C@@H](N)C(=O)NC[C@H]1O[C@@H](n2cnc3c(N)ncnc32)[C@H](O)[C@@H]1O,-5,-19,0,-2,-10,6,1,0
CCOC(=O)CSCc1csc(CC(=O)Nc2ccccc2C)n1,-4,2,1,-11,2,-2,.,-1

# 2 entries from above, with bars between the fields:
SMILES | PAX8 inh HTS | LGR2 antag | CASP6 VEID inh | miR-122 sensor | EWS-Fli inh | PGC1a acetyl inh | FN deposition inh | Cneo AK release
C[C@@H](N)C(=O)NC[C@H]1O[C@@H](n2cnc3c(N)ncnc32)[C@H](O)[C@@H]1O | -5 | -19 | 0 | -2 | -10 | 6 | 1 | 0
O=C(CN1CCOCC1)Nc1nc(-c2ccccc2)cs1 | -3 | 15 | 3 | -7 | -2 | . | 7 | 3

# Next part:
SMILES,PAX8 inh HTS,LGR2 antag,CASP6 VEID inh,miR-122 sensor,EWS-Fli inh,PGC1a acetyl inh,FN deposition inh,Cneo AK release
Cc1noc(C)c1NC(=O)Nc1ccc2c(c1)C(=O)N([C@H](C)CO)C[C@H](C)[C@H](CN(C)S(=O)(=O)c1ccc(F)cc1)OCCCC[C@H](C)O2,11,1,0,3[16.7 µM],-9,4,.,1
COc1ccc(CNC(=O)[C@H](C)NC(=O)N2CCn3c2nc2ccccc23)cc1,0,-1,-2,-4,.,12,-15,-1
O=C(C[C@H]1C/C=C\CC[C@H](Cc2ccc(F)cc2)C(=O)O[C@@H](c2ccccc2)CNC1=O)N[C@H](CO)Cc1ccccc1,-3,-4,-2,.,6,.,1,-1
COc1cccc(C2CC(=O)N3CN(c4ccccc4F)CSC3=C2C#N)c1 (configuration not stated),-14,-9,16,-9,8,4,.,-1
O=[N+]([O-])c1cccc(C(=S)N2CCN(c3ccccc3F)CC2)c1,4,-37,1,.,3,-5,-7,.
C[C@@H]1CN([C@@H](C)CO)C(=O)c2cccc(N(C)C)c2O[C@@H]1CN(C)C(=O)Nc1ccccc1,-14,7,2,8[16.7 µM],-4,2,2,0
C[C@H]1CN([C@@H](C)CO)C(=O)c2cc(-c3ccncc3)cnc2O[C@H]1CN(C)S(=O)(=O)c1ccccc1,11,10,-1,-4[16.7 µM],-3,-1,.,-2
Cn1c(=O)[nH]c(=O)c2c1nc(Br)n2CCOc1ccccc1,14,.,.,-8,.,4,-2,-3
COc1ccc(-c2ccc(C3[C@@H]4CN(C(=O)Nc5cccc(F)c5)C[C@H]3N4)cc2)cc1 (some centres not stated),100*!,-22,2,.,9&-6,-64&-2,9,.
CC(=O)N(c1nc(CCl)cs1)c1cccc(C)c1C,-3,.,-1,-9,4,.,-4,1
CCCCOCCCNC(=O)C[C@@H]1C[C@@]2(C(=O)OCC)CCCC=C2N(CCC2=CCCCC2)C1=O,19,15,2,.,9,.,5,.
O=C(O)c1cc(=O)[nH]c2ccccc12,.,-10,-9,2,0,-3,.,0
CCOC(=O)c1c(C)[nH]c(C(=O)CN(C)CC(=O)Nc2ccccc2Cl)c1C,-1,-13,-1,-3,14,-7,0,-2
COC(=O)c1c(NC(=O)C2CC2)sc2c1CCN(C(C)=O)C2,-1,.,3,-3,-1,4,-5,0
Cc1cccc(C(CC(=O)O)NC(=O)C(F)(F)F)c1 (configuration not stated),-9,17,-2,.,-1,1,3,.

# Ordered by the number under LGR2 antag (low to high): four from the list above
SMILES	LGR2 antag
O=[N+]([O-])c1cccc(C(=S)N2CCN(c3ccccc3F)CC2)c1	-37
CCOC(=O)c1c(C)[nH]c(C(=O)CN(C)CC(=O)Nc2ccccc2Cl)c1C	-13
Cc1noc(C)c1NC(=O)Nc1ccc2c(c1)C(=O)N([C@H](C)CO)C[C@H](C)[C@H](CN(C)S(=O)(=O)c1ccc(F)cc1)OCCCC[C@H](C)O2	1
CCCCOCCCNC(=O)C[C@@H]1C[C@@]2(C(=O)OCC)CCCC=C2N(CCC2=CCCCC2)C1=O	15

# Carrying on.
SMILES,PAX8 inh HTS,LGR2 antag,CASP6 VEID inh,miR-122 sensor,EWS-Fli inh,PGC1a acetyl inh,FN deposition inh,Cneo AK release
CCCN1[C@@H]2Cn3c(ccc(-c4cccc(F)c4)c3=O)[C@H]1[C@@H](C(=O)N(C)C)[C@@H]2CO,.,-11,1,.,-2,4,.,.
O=C1NC(=O)c2cc(Br)cc3cccc1c23,-12,4,0,.,0,10,4,.
O=C(COC(=O)c1ccccc1[N+](=O)[O-])NNC(=O)c1cccs1,-14,-4,5,.,3,3,.,3
C[C@@H]1CCCCO[C@H](CN(C)Cc2ccc(C(=O)O)cc2)[C@@H](C)CN([C@@H](C)CO)C(=O)c2cc(NC(=O)Cc3ccccc3)ccc2O1,17,2,1,5[16.7 µM],-5,3,.,-5
O=C(C[C@H]1C[C@@H]2c3cc(NC(=O)c4ccc5c(c4)OCO5)ccc3O[C@@H]2[C@H](CO)O1)NCc1cccnc1,2,-12,-2,-1[16.7 µM],-6,-2,.,-4
CC(C)C(=O)Nc1nnc(S(=O)(=O)N2CCc3ccccc32)s1,-7,17,-1,0,4,0,-6,0
Cc1cccc(C)c1NC(=O)CN1CCN(C(=O)CNC(=O)Cc2cccc3ccccc23)CC1,4,4,1,4,2,0,-7,-14
